Nrf2 activator: Nrf2 pathway activation | AREc32 ARE-luciferase reporter (MCF7-derived line), luminescence, 24 h | Potency, µM (top dose mostly 46.1 µM), without a hit: at the highest dose activation, most hits filed as activators | actives 0.31% (n = 410,000) | AID 624171; also: potency is read from the fitted curve at half-maximal effect; % of control where 0% means no effect; nearly all actives have a fitted effect of over 65% in size
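Steps: seed AREc32_Fluc cells (1000/well, 5% FBS OPTI-MEM); incubate overnight at 37 deg C; add 23 nL compound; incubate 24 hr; add Steady-Glo; hold 30 min RT; read luminescence.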
ATXN viability: reduces viability in counter-screen for ATXN expression inhibitors. S2 cells (HEK-293 line with an ATXN2-luciferase reporter) viability, CellTiter-Fluor protease fluorescence, 24 h. Potency, µM (series often up to 56.7 µM), hits mostly cytotoxic. actives 0.49% (n = 400,000). AID 651635; also: potency is read from the fitted curve at half-maximal effect; nearly all actives have a fitted effect of over 40% in size
TGFb SMAD3 inh: TGF-b pathway inhibition; HepG2 CAGA-GFP TGF-b/SMAD3 reporter, GFP fluorescence, 18 h; TGF-beta stimulated, 500 pg/mL final; Potency, µM (doses to about 46.1 µM), inactives show at the highest dose activity, negative = inhibition, usual class: inhibitors; actives 1.2% (n = 410,000); AID 588855; also: potency is read from the fitted curve at half-maximal effect; % is scaled to controls: 0 for no effect and ±100 for the full control effect; nearly all actives have a fitted effect of over 65% in size
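Smad-responsive CAGA-GFP expression was quantified in HEPG2 cells exposed to compounds and 500 pg/mL final TGF-beta for 18 h at 37 degrees C; unstimulated wells defined full inhibition.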
ATXN2 expr inh: inhibitors of ATXN2 expression; HEK-293 ATXN2-luciferase reporter, luminescence, 24 h; Potency, µM (highest dose often 57 µM), without a hit: at the top dose activity change, negative = inhibition, most hits filed as inhibitors; actives 0.72% (n = 360,000); also: potency is read from the fitted curve at half-maximal effect; % is scaled to controls: 0 for no effect and ±100 for the full control effect; nearly all actives have a fitted effect of over 55% in size
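ATXN2-luciferase reporter cells (luciferase flanked by upstream and downstream ATXN2 gene portions) were treated 24 h at 37 °C with compounds at up to 57 uM. SteadyGlo luminescence gave expression; GF-AFC fluorescence gave viability.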
IL-2 act: IL-2 activation | IL-2 activation reporter assay, cell-based qHTS; stimulated with anti-CD3/CD4/CD28 beads; in transgenic mouse T cells | activation, % (series mostly up to about 46 µM) | actives 0.065% (n = 360,000); in the data active = activation above about 50%; inconclusive = mostly about 30% to 49%; also: 0% is about no effect
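Quantitative HTS in unstimulated transgenic mouse T cells, with memory T cells as non-tolerant control and PMA/ionomycin as tolerance-bypass control. Compound pretreatment lasted 60 minutes before 18 h bead stimulation; EGFP/DsRed fluorescence read.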
A549 viability: kills or reduces viability of A549 cells in Nrf2 counter-screen | A549 ARE-Fluc cells, CellTiter-Fluor viability, 18-24 h | Potency, µM (top dose mostly 46 µM), for the others: top-dose activity change, negative = cytotoxicity, hits mostly inhibitors | actives 0.16% (n = 390,000) | AID 504648; also: potency is read from the fitted curve at half-maximal effect; % is scaled to controls: 0 for no effect and ±100 for the full control effect
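A549 ARE_Fluc cells in 5% FBS OPTI-MEM were exposed to compounds in concentration-response for 18-24 h at 37 deg C. Viability was read by CellTiter-Fluor fluorescence (Ex 405/Em 525) after 30 min, before the luciferase read.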
Nrf2 block: inhibitors of Nrf2 signaling; A549 ARE-Fluc reporter, luciferase luminescence, 18-24 h; actives 2.1% (n = 360,000); Potency, µM (highest dose often 46 µM), for the others: at the top dose activity change, negative = inhibition, actives largely listed as inhibitors; also: potency is read from the fitted curve at half-maximal effect; % is scaled to controls: 0 for no effect and ±100 for the full control effect; nearly all actives have a fitted effect of over 60% in size
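A549 ARE_Fluc cells (5000/well, 5% FBS OPTI-MEM) pre-incubated 2 h, then treated with compounds 18-24 h at 37C/5% CO2 in concentration-response. CellTiter-Fluor viability read first; BugLite luciferase luminescence after 15 min at room temperature gives Nrf2 activity.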
HepG2 tox: kills HepG2 cells in TGF-b inhibitor counter-screen; HepG2 CAGA-GFP viability, ATP luminescence, 18 h; Potency, µM (doses to about 46.1 µM), inactives show at the highest dose activity change, negative = cytotoxicity, usual class: cytotoxic; actives 0.76% (n = 410,000); AID 588856; also: potency is read from the fitted curve at half-maximal effect; some results filed as inactive show a strong effect at the top dose
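HepG2 CAGA-GFP cells (1000/well, DMEM with 1% FBS) received compound, then TGF-beta at 500 pg/mL final, and were incubated 18 hours at 37 degrees C. Viability was read by CellTiter-Glo luminescence. Media-only wells were set as complete cell-killing and DMSO as no toxicity.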
EPAC2 agonist: agonists of human EPAC2 (RAPGEF4). actives 0.079% (n = 360,000). Q8WZA2. AID 720711. Potency, µM (titrated, usually from 154 µM), without a hit: at the top dose activation, hits mostly activators. EPAC2 activation, biochemical qHTS; response scale: 100% = 6.5 mM cAMP response; also: potency is read from the fitted curve at half-maximal effect; nearly all actives have a fitted effect of over 50% in size
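EPAC2 (100 nM) mixed with Rap1B loaded with BODIPY-GDP (250 nM) plus 50 uM unlabeled GDP; compounds pinned in, 5 min RT, then read every 5 min for 30 min (ex 480, em 540 nm). Normalized to cAMP control.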
* marks the source's active call; other numbers are inactive results; i = inactive; ? = inconclusive; . = not tested or not shown; & = joins results of further samples; [ ] = dose if it differs, or a comment. Unless noted, calls follow the shape of the dose curve; as a rule, active = well fitted curve in the direction sought with a large enough effect; inconclusive = small, poorly fitted or top-dose-only effect, or another doubt; inactive = no such curve, though single readings can be large; an effect the other way counts as inactive or inconclusive.

SMILES	Nrf2 activator	ATXN viability	TGFb SMAD3 inh	ATXN2 expr inh	IL-2 act	A549 viability	Nrf2 block	HepG2 tox	EPAC2 agonist
COc1cc(OC)cc(N(C(=O)c2ccco2)C(C(=O)NC2CCCC2)c2ccc(N(C)C)cc2)c1 (stereo not drawn)	0.5%	?	-11%	-1%	0.4	-8%	-22%	-1%	-5%
Cc1[nH]c2ccccc2c1/C=N/NC(=S)NCc1ccccc1	5.5%	?	13µM*	.	2.0	-4%	-16%	-52%	16%
Cc1nn(-c2ccccc2)c(Cl)c1/C=N/NC(=O)c1ccc(CNc2ccccc2)o1	4.5%	i	-14%	47%[activator]	1.7	8%	0%	-22%	10%
Cc1ccc(/C=C/C(=O)N2CCN(S(=O)(=O)c3cccs3)CC2)o1	2.8%	i	-2%	.	-0.7	9%	-2%	-3%	4%
Cc1ccccc1CSc1nc(-c2ccccc2)nc2c1Cc1c(CO)cnc(C)c1O2	7.2%	i	-35%	10%	.	7%	?	8%	.
Cc1nnc(SCC(=O)Nc2ccccc2N2CCOCC2)s1	-0.2%	i	?	-4%	3.6	2%	?	3%	-11%
CCC(=O)N1CCc2cc(S(=O)(=O)N3CCN(c4cc(Cl)ccc4C)CC3)ccc21	-0.2%	i	0%	6%	-1.9	-1%	7%	11%	3%
CCSC(=O)N(CC)CC(=O)Nc1c(CC)cccc1CC	0.1%	i	-19%	-5%	-0.5	1%	9%	37%	8%
COC(=O)[C@H](Cc1ccccc1)NC(=O)Nc1ccc(S(N)(=O)=O)cc1	-0.1%	i	4%	1%	-0.8	-10%	2%	8%	9%
COc1cccc(C(=O)OCC(=O)N2CCc3ccccc32)c1OC	0.6%	i	-6%	24%	0.6	-2%	7%	-4%	4%
CN(CC(=O)Nc1ccc(F)c(F)c1F)C(=O)c1ccc2c(c1)NC(=O)CS2	2.6%	i	6%	-8%	0.6	-6%	?	20%	10%
O=C(NCCOc1ccccc1)c1cccc2c1C(=O)c1ccc(Cl)cc1S2(=O)=O	-1.0%	?	-24%	?	-2.6	-1%	12%	-31%	10%
CC(=O)Nc1ccc(S(=O)(=O)NC2(C(F)(F)F)N=C(c3ccccc3)NC2=O)cc1 (stereo not drawn)	-0.2%	i	13%	0%	0.2	3%	-21%	4%	13%
CCN(C(=O)COc1ccc(C(C)=O)cc1)c1cccc2ccccc12	2.5%	i	-16%	2%	0.4	2%	-20%	-34%	6%
CCCCOc1ccc(-c2nc(SCC(N)=O)n[nH]2)cc1	0.5%	i	-12%	35%[activator]	-1.6	-5%	-5%	-29%	1%
O=C(CCSCCc1ccccn1)Nc1ccc(Cl)cc1	0.4%	i	0%	-6%	.	8%	.	-16%	.
COC(=O)c1ccc(CC(=O)c2ccc(O)cc2O)o1	2.7%	i	9%	1%	-0.1	-8%	-1%	-11%	6%
CCC(C(=O)O/N=C(\N)c1ccc(C)cc1)c1ccccc1 (stereo not drawn)	-0.7%	i	0%	6%	-2.1	-9%	10%	-18%	5%
CCc1ccc(CNC(=O)CCc2c(C)nn(-c3ccc(N4CCCC4)nn3)c2C)cc1	0.8%	.	-15%	.	.	-1%	?	-4%	.
CC(=O)Nc1ccc(C(=O)COC(=O)CCS(=O)(=O)c2ccccc2)cc1	-0.1%	i	2%	-8%	0.7	6%	20%	-21%	4%
CC(=O)OC(COc1ccccc1)Cn1cnc2cc(C)c(C)cc21 (stereo not drawn)	-0.8%&3.4%	i	?	-21%&-19%	0.4	9%&-5%	?	-55%&-20%	11%
CC1CC(C)(C)OC(C[N+]2(C)CCCCC2)O1 (stereo not drawn)	-0.1%	i	30%[activator]	-1%	-1.4	6%	4%	14%	12%
CCOc1ccc(OCC)c(NC(=O)CN2CCN(c3cccc(C)c3)C(C)C2)c1 (stereo not drawn)	0.6%	?	-5%	?	-0.2	-11%	-33%	-3%	0%
COc1ccccc1Nc1nn2c(=O)c3ccc(C(=O)NC4CCC(C)CC4)cc3nc2s1 (stereo not drawn)	-0.6%	i	8%	-2%	.	6%	?	9%	.
Cc1nc2ccc(NC(=O)C3=NN(C)C(=O)CC3)cc2s1	2.8%	i	-1%	31%[activator]	-4.1	10%	14%	-20%	-1%
CCOC(=O)CNC(=O)c1ccc(OCC(F)(F)F)cc1	0.4%	i	-18%	.	-1.1	4%	?	-24%	13%
COc1ccc2[nH]c(=O)c(-c3nnn(-c4ccc(Cl)nc4)n3)cc2c1	5.5%	i	34%[activator]	-6%	-0.4	-7%	-4%	0%	0%
COC(=O)[C@H](Cc1ccccc1)[C@@H](C)OS(N)(=O)=O	-0.1%	i	9%	11%	0.1	0%	5%	16%	3%
COc1ccc(C2CC(=O)Oc3c2c(=O)n(C)c2ccccc32)c(OC)c1OC (stereo not drawn)	-0.5%&-0.7%	i	0%&6%	-3%	-0.3	-7%&-6%	-23%&-1%	-2%&-11%	-3%
CSc1nsc2nc(=O)c(/C=C3\C(C)=Nc4ccc(C)cc43)c(N)n12	-1.1%	i	?	-5%[11.3 µM]	1.3	?	?	-32%	-46%[inhibitor]
O=C1C2C3C=CC(C3)C2C(=O)N1c1ccc2ccccc2n1 (stereo not drawn)	-0.7%	i	-2%	-1%	0.6	2%	10%	1%	2%
CCc1ccccc1NC(=O)Cn1c(=O)n(Cc2ccco2)c(=O)c2ccccc21	1.9%	i	1%	-4%	.	-7%	0%	-15%	.
CCCCN(C(C)=O)c1c(CC)nc2ccc(C(=O)NCCCN(C)C)cn12	-0.7%	i	0%	-9%	-0.3	.	.	1%	7%
COc1ccccc1NC(NC(=O)c1ccccn1)C(Cl)(Cl)Cl (stereo not drawn)	0.5%	i	-4%	0%	-0.5	1%	-5%	0%	9%
Cc1ccc(C)c(NC(=O)COC(=O)c2cc3ccccc3oc2=O)c1	-0.2%	i	6%	4%	1.0	-3%	-4%	-1%	-5%
CCC(=O)N(Cc1cc2ccccc2[nH]c1=O)C(C)C	-0.3%	i	?	8%	-0.3	-3%	2%	-6%	0%
COc1ccc(C2=NS(=O)(=O)N(C)C(C(=O)NCc3cccs3)=C2)cc1OC	-0.2%	?	-1%	1%	-2.4	-8%	-21%	-15%	8%
COc1ccc(NC(=S)/N=C(\N)Nc2nc(C)c3ccc(C)cc3n2)cc1	-2.5%	16µM*	-4%	?	-2.4	-9%	-17%	-14%	10%
CCc1c(C)nc2c(-c3ccccc3)c(C)nn2c1Nc1ccc(NC(C)=O)cc1	0.9%	i	?	?	-2.8	-27%	?	-17%	14%
COc1ccc(C(=O)OC(C)C(=O)NC2CCCC2)cc1S(=O)(=O)N1CCOCC1 (stereo not drawn)	0.2%	i	4%	0%	2.0	0%	-3%	2%	1%
O=C(CN1C(=O)NC(c2ccccc2)(c2ccccc2)C1=O)N1CCN(c2ccccc2F)CC1	0.8%	i	?	.	1.0	7%	-10%	-14%	13%
Cc1ccc(OCC(=O)Nc2ccc3nc(SCC(=O)N4CCOCC4)sc3c2)cc1C	5.3%	.	?	.	.	-7%	-24%	-3%	.
COc1ccc(CC(=O)NCCc2ccc(S(N)(=O)=O)cc2)cc1	0.4%	i	-7%	3%	0.0	11%	2%	-13%	7%
C/C(=N\Nc1ccccc1)c1cc2ccccc2oc1=O	9.0%	i	8%	26%	-2.7	-1%	4%	-1%	7%
NC(=S)N/N=C/c1ccc(-c2ccc(Cl)c(Cl)c2)o1	24%	i	?	16%	-0.4	-13%	14%	-35%	8%
COc1cccc(NC(=O)CCSc2nnc3scc(-c4ccccc4)n23)c1	2.8%	?	?	8%	-0.6	-11%	?	-5%	-10%
O=C(CC(C(=O)N1CCc2ccccc21)n1ccnc1)NCC1CCCO1 (stereo not drawn)	-0.1%	i	-2%	19%	-0.1	-10%	12%	-2%	-3%
CCn1c(SCC(=O)N2CCN(c3ccccc3)CC2)nc2c([nH]c3ccccc32)c1=O	3.1%	i	5%	-11%	0.6	-6%	-1%	-2%	0%
CCOc1ccc(-n2c([S-])c(C(=O)Nc3ccc(S(=O)(=O)N4CCOCC4)cc3)[n+]3cc(C(N)=O)ccc23)cc1	1.0%	i	6%	4%	1.9	0%	-8%	24%	-10%
CCS(=O)(=O)c1ccccc1C(=O)N1CCN(c2nc3ccccc3s2)CC1	-0.2%	.	-22%	.	.	-18%	.	-40%	.
CN(Cc1ccc(Cl)c(Cl)c1)C(=O)c1ccccc1SCC(=O)N1CCCC1	0.4%	i	?	-35%	0.9	1%	-11%	-15%	3%
Cc1n[nH]c(=O)n1-c1ccc(C(C)C)cc1	0.2%	?	-8%	-6%	1.7	-6%	1%	0%	5%
CCc1ccc(N2C(=O)CS(=O)(=O)C23C(=O)N(Cc2ccccc2F)c2ccccc23)cc1 (stereo not drawn)	0.1%	i	11%	9%	.	0%	28%	-6%	.

Single records, from the list above. Order of values: Nrf2 activator | ATXN viability | TGFb SMAD3 inh | ATXN2 expr inh | IL-2 act | A549 viability | Nrf2 block | HepG2 tox | EPAC2 agonist
Cc1nc2ccc(NC(=O)C3=NN(C)C(=O)CC3)cc2s1 reads 2.8% | i | -1% | 31%[activator] | -4.1 | 10% | 14% | -20% | -1%
CCC(=O)N1CCc2cc(S(=O)(=O)N3CCN(c4cc(Cl)ccc4C)CC3)ccc21 reads -0.2% | i | 0% | 6% | -1.9 | -1% | 7% | 11% | 3%
